Screening data as filed in PubChem BioAssay.
bIAP activator – increases bovine intestinal alkaline phosphatase activity; purified bovine IAP, CDP-star luminescence, 30 min; stronger effect = higher value; fold of DMSO-control signal, blank-subtracted; activation factor at 20 µM; 200,000 compounds, 0.17% hits; AID 1016;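 active = activation factor of 2 or more at 20 µM, a signal rise over negative controls twice the positive control's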
bIAP inhibitor – intestinal alkaline phosphatase (bovine) inhibition. purified bovine IAP, CDP-star luminescence, 30 min. inhibition, % at 20 µM. 190,000 tested, under 10 active. AID 1019;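 active = over 50% inhibition of intestinal alkaline phosphatase at 20 µM in the single-dose screen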
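Assay system – bovine IAP enzyme · Quantity – bovine IAP at 1/65,000,000 final dilution · Detection – CDP-star luminescence signal · Times – 30 min reaction at room temperature · Also added – CDP-star substrate at 30 µM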
PMI act satM6P – increases human PMI activity with near-saturating mannose 6-phosphate; P34949; coupled PMI enzyme assay, resazurin fluorescence, 20 min; stronger effect = higher value; 1 = untreated enzyme, 0 = substrate-free blank; activation factor at 20 µM; 190,000 compounds, 0.34% hits; AID 1216;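 active = activation factor of 2 or more at 20 µM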
Target sequence (P34949 whole entry, looked up): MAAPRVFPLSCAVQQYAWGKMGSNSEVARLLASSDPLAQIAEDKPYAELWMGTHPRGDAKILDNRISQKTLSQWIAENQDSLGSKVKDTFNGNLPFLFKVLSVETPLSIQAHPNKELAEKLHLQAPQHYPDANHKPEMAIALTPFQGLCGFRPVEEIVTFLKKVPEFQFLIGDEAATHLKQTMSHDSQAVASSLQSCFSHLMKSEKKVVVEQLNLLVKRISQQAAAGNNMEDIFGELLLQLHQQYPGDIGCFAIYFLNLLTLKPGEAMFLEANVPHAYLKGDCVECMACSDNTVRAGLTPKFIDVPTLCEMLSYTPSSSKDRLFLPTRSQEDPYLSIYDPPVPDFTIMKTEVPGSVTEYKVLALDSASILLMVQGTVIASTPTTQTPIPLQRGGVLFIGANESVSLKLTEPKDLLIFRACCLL
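Test system: human PMI in coupled enzyme assay; Input: PMI at 15 ng/mL final; Medium: HEPES buffer, pH 7.4; Schedule: 20 min incubation at room temperature; Technique: resorufin fluorescence at Ex 544/Em 590 nm; Compound: 20 µM single dose; Probe or stimulus: Near-saturating mannose-6-phosphate, 1.0 mM.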
PMI activator – phosphomannose isomerase (human) activation. P34949. purified human PMI, coupled resazurin fluorescence, 20 min; stronger effect = higher value; 1 = vehicle control, 0 substrate-free wells. activation factor at 20 µM. 190,000 compounds, 0.005% hits. AID 1214;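 active = activation factor of 2 or more at 20 µM, relative to plate controls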
TNAP inh noacc – inhibitors of human TNAP without phosphate acceptor | purified TNAP, CDP-star luminescence, 30 min | inhibition, % at 20 µM | 200,000 compounds, 0.26% hits;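 active = tissue-nonspecific alkaline phosphatase inhibition above about 50% at 20 µM in the single-dose screen, limit read from the data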;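 note: 0% = DMSO negative control and 100% = EDTA positive control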
Target sequence (P05186 whole entry, looked up): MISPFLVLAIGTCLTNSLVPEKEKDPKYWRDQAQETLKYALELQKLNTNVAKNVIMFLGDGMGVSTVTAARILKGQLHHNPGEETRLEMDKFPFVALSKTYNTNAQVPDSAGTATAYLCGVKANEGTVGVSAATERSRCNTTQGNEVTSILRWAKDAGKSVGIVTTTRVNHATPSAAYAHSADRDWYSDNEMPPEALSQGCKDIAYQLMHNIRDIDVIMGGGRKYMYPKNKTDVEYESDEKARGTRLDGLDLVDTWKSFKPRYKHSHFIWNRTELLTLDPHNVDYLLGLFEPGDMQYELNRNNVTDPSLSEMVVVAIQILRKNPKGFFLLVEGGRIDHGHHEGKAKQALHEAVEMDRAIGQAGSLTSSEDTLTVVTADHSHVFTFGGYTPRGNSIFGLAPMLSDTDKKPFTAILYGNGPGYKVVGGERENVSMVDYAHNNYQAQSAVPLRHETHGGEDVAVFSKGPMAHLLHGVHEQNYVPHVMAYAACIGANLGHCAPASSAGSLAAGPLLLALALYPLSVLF
Diaph act CS – activates diaphorase or chemically reduces, flagging diaphorase assay artifacts; Diaphorase/resazurin coupled assay, resorufin fluorescence, 16 min; stronger effect = higher value; 1 = vehicle wells, 0 = NADH-free wells; activation factor at 20 µM; 190,000 compounds, 0.005% hits; AID 1229;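 active = diaphorase activity raised at least twofold by the compound at 20 µM; inactive = activation factor below 2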
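Material: bacterial diaphorase enzyme (C. kluyveri); amount: enzyme 0.07 U/mL final; reagent: NADH substrate 0.114 mM plus resazurin dye 0.1 mM, final; doses: single compound dose of 20 µM, 1% DMSO final; timing: 16 min enzyme reaction, ambient temperature; measured by: fluorescence of resorufin, 544 nm excitation, 590 nm emission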
Diaph inh CS – inhibits diaphorase or chemically oxidizes, flagging diaphorase assay artifacts | diaphorase resazurin-to-resorufin fluorescence, NADH, 16 min; bacterial (C. kluyveri) enzyme, not human | inhibition, % at 20 µM | 190,000 compounds, 0.69% hits | AID 1217;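 active = primary screen inhibition at 20 µM above a set limit, cut at about 50% in these data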;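 note: plate controls were DMSO with full reaction for no effect and wells lacking NADH for full effect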
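material = Clostridium kluyveri diaphorase enzyme | amount = 0.14 U/mL diaphorase, enzyme working solution | schedule = incubation 16 min, room temperature | detection = fluorescence of resorufin formed from resazurin, Ex 544/Em 590 nm | benchmarks = positive control minus NADH, DMSO neutral control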
TNAP act hiacc – increases human TNAP activity under high phosphate acceptor concentration | P05186 | purified TNAP, CDP-star luminescence, 1 M DEA, 30 min; stronger effect = higher value; 0 = EDTA background, 1 = DMSO-only activity | activation factor at 20 µM | 200,000 tested, under 10 active | AID 1136;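 active = activation factor at least 2 at 20 µM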
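Control set: EDTA negative control, DMSO positive control / Assay system: human TNAP / Quantity: TNAP 1/800 final / Evaluation: TNAP activation factor scaled between EDTA and DMSO control wells / Measured by: luminescent substrate turnover signal / Compound dosing: one dose, 20 µM / Times: 30 min enzyme reaction at room temperature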
Lmaj promast – Leishmania major promastigote growth inhibition; Leishmania major promastigotes, resazurin fluorescence viability; AID 1063; inhibition, % at 10 µM; 200,000 compounds, 9% hits; in the data active = inhibition above about 50%;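 note: promastigotes grown with compound for 44 hours at 28 °C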
TNAP inh hi DEA – blocks human TNAP under high phosphate acceptor concentration; purified TNAP, CDP-star luminescence, 1 M DEA; inhibition, % at 20 µM; 200,000 compounds, 0.03% hits;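 active = over 50% inhibition of tissue-nonspecific alkaline phosphatase at 20 µM in the single-dose screen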;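 note: plate controls were DMSO wells for no effect and EDTA-quenched wells as full inhibition for full effect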
* = called active by the depositor; . = not tested or not shown; & = joins results of further samples.

Second line of a record: bIAP activator	bIAP inhibitor	PMI act satM6P	PMI activator	TNAP inh noacc	Diaph act CS	Diaph inh CS	TNAP act hiacc	Lmaj promast	TNAP inh hi DEA
COc1ccc(CNC(=O)c2ccc(NC(=O)CC3SC(N4CCCC4)=NC3=O)cc2)cc1 (centres undefined)
    1.1	-8	0.9	0.9	-8	0.9	12	1	-6	-1
COc1ccc(CN2C(=O)C(O)(CC(=O)c3ccc4c(c3)OCO4)c3ccccc32)cc1OC (centres undefined)
    0.9	6	1	1	-6	0.9	10	1	11	0
Cc1nnc2n(c1=O)N=C(c1ccc(Cl)cc1)CS2
    1	3	1	0.9	-9	0.9	8	1	80*	-4
Cc1ccc(C(=O)N(c2c(C)n(C)n(-c3ccccc3)c2=O)C(C)C)cc1
    0.9	14	1	1	-10	0.9	8	1	-4	-1
Cc1ccc(-n2nnc3c(SCC(=O)NCC4CCCO4)ncnc32)cc1 (centres undefined)
    0.9	7	1	1	-13	0.9	10	1	86*	-5
CN(C)c1ccc(-c2nnn(CC(=O)N3c4ccccc4CCc4ccccc43)n2)cc1
    1	-2	0.9	0.9	-6	0.8	17	1.1	44	-6
CCOc1ccc(NC(=O)[C@@H](NC(=O)OCc2ccccc2)[C@@H](C)CC)cc1
    1	0	1.1	1	-4	1	1	1	16	4
CC(=O)c1c(C)[n+]([O-])c2ccc3c(non3O)c12
    1	0	1	1.1	0	0.9	8	1	-20	2
O=C(Nc1cccc(-c2cn3ccccc3n2)c1)C1CC1
    0.9	10	0.9	0.9	-8	0.9	13	1	-3	1
CC1CC(C)(C)CC2(C1)NC(=O)N(CC(=O)NCCc1c[nH]c3ccccc13)C2=O (centres undefined)
    0.9	11	1	0.9	4	0.8	17	1	-2	0
CC(C)(C)C(=O)Cn1c(NCCO)nc2ccccc21
    1	3	1.1	1.1	-12	0.8	21	1	-8	-4
COc1ccc(NC(=O)CCc2nc3ccccc3[nH]2)cc1
    1	-1	1	1	-3	0.9	7	1	0	2
COc1ccc(-n2c(=O)c3ccccc3n(CC(=O)OCc3ccccc3)c2=O)cc1OC
    0.7	28	1	1	-71	1	1	1	4	-3
Cc1noc(C)c1C(=O)N1CCN(CCc2ccccc2)CC1
    1	1	0.9	0.8	-5	0.9	10	1	-3	2
Cc1cccc(C(=O)N/N=C/c2ccc3c(c2)OCO3)n1
    1	4	1	1	-12	0.9	13	1	-6	-4
N#C/C(=C\c1ccc(Cl)s1)C(=O)N1CCN(c2ccccc2)CC1
    0.9	11	0.9	1	8	0.9	13	1	27	-1
COc1ccc2nc(Nc3ccc4c(c3)OCO4)sc2c1
    0.9	10	1.1	0.9	-4	0.8	19	1	-6	-2
CN(c1ccc(OCC(=O)OCC(=O)Nc2ccccc2)cc1)S(=O)(=O)c1cccs1
    1	4	1	0.9	-17	0.9	12	1	-6	-2
O=C(NCc1ccc2c(c1)OCO2)C1CCCN1C(=O)Nc1ccccc1 (centres undefined)
    1	3	1	0.9	-4	0.9	9	1	-2	1
CCOC(=O)N1CCN(C(=O)c2ccc3c(c2)N(CC)CCS3)CC1
    1	-1	1.1	1	-18	1	3	1	-6	-1
C=CCC1CCCCC12NC(=O)NC2=O (centres undefined)
    1	1	0.9	0.9	-2	1	-3	1	-7	-4
Cc1cc(NC(=O)c2cc(C3CC3)on2)n(-c2ccccc2)n1
    0.9	6	1	1	-10	0.9	8	1	-9	-4
Cc1ccc(NC(=O)c2ccc(Nc3c([N+](=O)[O-])cc([N+](=O)[O-])cc3[N+](=O)[O-])cc2)cc1
    0.9	10	1	1.2	-6	0.9	10	0.5	100*	54*
C1COCCNCCOCCOCCN1
    1	1	0.9	1	-9	0.9	11	1	-5	-4
O=C(NCCCN1CCN(c2cccc(Cl)c2)CC1)C1CCC(=O)N1Cc1ccccc1Cl (centres undefined)
    1.2	-20	0.9	0.9	-7	1	-2	1	14	-4
Cc1cccc(NC(=O)/C(=C\c2ccco2)NC(=O)c2ccccc2)c1
    0.9	9	1.1	1	1	0.9	11	1	4	-2
Cc1cccc(-c2nnc(SCCC(=O)N3CCOCC3)o2)c1
    0.6	44	1.2	1.1	-3	1	-4	1.1	-10	-11
Nc1cc(N)nc(SCC(=O)NNC(=O)Cc2ccccc2)n1
    1.1	-14	1	1	-15	1	2	1	-12	1
CCC1(C)Cc2c(sc3nc(NC)n(C)c(=O)c23)CO1 (centres undefined)
    1.1	-5	1.1	1.2	-4	0.8	18	1.1	-2	-5
COc1ccc(-c2oc3ccccc3c(=O)c2OCC(=O)O)cc1
    0.9	6	1.1	1	-10	1.1	-5	1	-3	-2
Nc1cccnc1-n1nc(C(F)(F)F)cc1C(F)(F)F
    1.1	-15	1	1.1	-11	1	-4	1	-8	-1
Cc1cccc(N2CCN(Cc3nc(-c4ccc(F)cc4F)oc3C)CC2)n1
    1.1	-10	0.8	0.8	-4	0.9	12	1	0	-1
COc1ccccc1NS(=O)(=O)c1ccc(NC(=O)c2nc3nc(C)cc(C(F)F)n3n2)cc1
    1	4	1	0.9	-2	0.9	10	1	-3	3
O=S(=O)(c1cccc(C(F)(F)F)c1)N(CCCN1CCOCC1)Cc1cccs1
    1.1&1.1	-9&-6	1&1.1	0.9&1	-8&-14	0.9&0.9	6&11	1&1	100*	-5&-3
COc1cc(C2C(C#N)=C(N)OC3=C2C(=O)CC(C)(C)C3)ccc1OC(=O)N1CCOCC1 (centres undefined)
    1	5	0.9	0.9	-7	0.8	20	1	-5	-2
CCOCCCNC(=O)C(c1ccccc1)N(Cc1cccs1)C(=O)CNC(=O)c1ccccc1 (centres undefined)
    0.8	15	0.9	0.9	-18	0.9	12	1.1	8	-7
COC(=O)c1sccc1NC(=O)C1CC=CCC1C(=O)O (centres undefined)
    1	2	1	0.9	-8	0.9	6	1	-6	-1
CCC(C)Sc1nc2c(cnn2-c2ccccc2)c(=O)[nH]1 (centres undefined)
    1	-1	1	1	-2	1.1	-6	1.1	2	-6
CCOc1ccc(NC(=O)COC(=O)c2c(OC)cccc2OC)cc1
    1.4	-41	1	1	-11	1	-2	1	2	-3
COC(=O)c1ccc2c(c1)N(Cc1nc(-c3cccc(C)c3)oc1C)C(=O)C1CCCN21 (centres undefined)
    1.1	-6	1.2	1	2	0.7	34	1	6	-1
Fc1cccc(NC(=S)NCc2ccc(Cl)cc2)c1
    0.9	5	0.9	1	-10	0.8	17	1.1	70*	-9
N/C(=N\OC(=O)Cc1cccs1)c1ccc(Br)cc1
    1	-2	0.9	0.9	-6	0.8	15	1	-8	0
CC(C)(C)c1nnc2sc(SC/C(O)=C(\C#N)c3nc4ccccc4[nH]3)nn2c1=O
    1.2	-16	0.7	0.9	-16	0.7	28	1.1	-12	-7
CC(=O)NC1(c2cccc(F)c2)CCN(C(=O)Nc2ccc(C#N)cc2)CC1
    0.9	8	0.9	1	-6	0.8	17	1	10	-4
Cc1[nH]c2ccccc2c1C(=O)COC(=O)c1ccc([N+](=O)[O-])s1
    1	-2	0.8	1	-1	0.7	27	1	100*	-3
O=C(CSc1nccn1-c1ccccc1)NO
    1.1	-10	0.9	1	11	0.9	10	1	-4	0
CCOc1ccc(Br)cc1S(=O)(=O)Nc1ccc(NC(=O)c2ccccc2F)cc1
    0.5	48	0.7	0.8	-19	0.8	22	1	7	2
CCCn1c(NCCO)nc2ccccc21
    0.9	10	1	1	-15	1	4	1.1	-4	-8
O=C(Cc1cccc2ccccc12)NCC1CCCO1 (centres undefined)
    1	-4	1	1	-9	1.1	-6	1	-4	-3
c1ccc2c(c1)oc1c(NCCN3CCOCC3)ncnc12
    1	1	1.1	1.1	-2	1	2	1	9	-4
Cc1cccc(C)c1OCC(O)Cn1c2ccccc2c2ccccc21 (centres undefined)
    0.5	.	0.8	0.8	-11	0.7	31	1.1	18	-9
CCn1c(C)nc2cc(-c3nc4n(n3)Cc3ccccc3-4)ccc21
    1.1	-8	1	1.1	5	1.1	-8	1	13	3
Cc1ccc(-n2c(C)cc(/C=N/NC(N)=S)c2C)cc1
    1	1	0.9	0.8	-6	0.9	13	1	100*	0
C=CC[n+]1c(-c2ccc(OC)c(OC)c2)csc1NNC(=O)Nc1ccccc1
    1.1	-5	1	1	-15	0.9	12	1.1	100*	-5
COc1ccc(NC(=O)C2CC(=O)NC3=C2C(=O)CC(C)(C)C3)cc1 (centres undefined)
    0.9	6	1	1	-5	0.9	6	1	-4	0
OC(CNCC1COc2ccccc2O1)COCc1cccs1 (centres undefined)
    0.9	10	1.2	1.1	-3	1	0	1	92*	2
Cc1cc(C)n2[nH]c(=O)c(N=Nc3ccc(S(N)(=O)=O)cc3)c2n1
    0.6	44	0.9	0.9	91*	0.8	21	0.8	-6	21
CC(=O)Nc1cccc(NC(=O)CS(=O)(=O)c2cn(CC(=O)N3CCOCC3)c3ccccc23)c1
    1.1	-7	1	1.1	-13	0.9	11	1.1	-4	-5

Two entries drawn at random from the list so far, as already listed:
Second line of a record: bIAP activator	bIAP inhibitor	PMI act satM6P	PMI activator	TNAP inh noacc	Diaph act CS	Diaph inh CS	TNAP act hiacc	Lmaj promast	TNAP inh hi DEA
O=C(Cc1cccc2ccccc12)NCC1CCCO1 (centres undefined)
    1	-4	1	1	-9	1.1	-6	1	-4	-3
OC(CNCC1COc2ccccc2O1)COCc1cccs1 (centres undefined)
    0.9	10	1.2	1.1	-3	1	0	1	92*	2

Only bIAP activator (6 entries from above):
SMILES	bIAP activator
CN(C)c1ccc(-c2nnn(CC(=O)N3c4ccccc4CCc4ccccc43)n2)cc1	1
CCOc1ccc(NC(=O)[C@@H](NC(=O)OCc2ccccc2)[C@@H](C)CC)cc1	1
CC(=O)c1c(C)[n+]([O-])c2ccc3c(non3O)c12	1
O=C(Nc1cccc(-c2cn3ccccc3n2)c1)C1CC1	0.9
CC1CC(C)(C)CC2(C1)NC(=O)N(CC(=O)NCCc1c[nH]c3ccccc13)C2=O (centres undefined)	0.9
CC(C)(C)C(=O)Cn1c(NCCO)nc2ccccc21	1
